# NR5A2 inv ag: LRH-1 (NR5A2) inverse agonists, primary screen, cell-based, luminescence, HEK293T, StAR-luciferase reporter. Nuclear receptor subfamily 5 group A member 2 (Homo sapiens), O00482. LRH-1 transfected, 24 h. inhibition, % at 3.6 µM. 360,000 tested, 0.13% active. AID 602396, 2012;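 active = inhibition above the mean inhibition of all tested compounds plus 3 SD, cut at about 73% in these data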;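 note: 0% = DMSO wells and 100% = reporter-only cells lacking LRH-1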
# COUP-TFII inh: NR2F2 transcriptional activity inhibitors, primary screen, cell-based, luciferase reporter, HEK293T, luminescence; AID 686940, 2013; inhibition, % at 8.6 µM; 370,000 tested, 0.7% active; HEK293T NGFI-A luciferase reporter;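 active = inhibition above a per-plate cutoff, mean inhibition of test wells between control levels plus 3 SD, cut at about 38% in these data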;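 note: cells cotransfected with COUP-TFII expression vector driving the NGFI-A reporter; 0% = median of COUP-TF2 test wells and 100% = reporter-only cells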
# TRAIL sens C8: viability loss with TRAIL in NB7+C8 cells, primary screen, TRAIL sensitizer project, cell-based, ATPlite luminescence; inhibition (viability loss, TRAIL sensitization), % at 10 µM; 360,000 tested, 1% active;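 active = compounds causing at least 50% loss of cell viability in the single-dose screen, relative to plate controls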
# NCOA3 inh: SRC3 coactivator transcriptional activity inhibitors, primary screen, cell-based, luminescence; Nuclear receptor coactivator 3 (Homo sapiens), Q9Y6Q9; HEK293 GAL4-SRC3 luciferase reporter; inhibition, % at 3.6 µM; 360,000 tested, 0.17% active;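 active = inhibition above a per-campaign cutoff, the mean of all compounds plus 3 SD, cut at about 60% in these data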;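 note: 0% = DMSO-treated cells and 100% = gossypol-treated cells at 36 µM; higher means less SRC3-driven luciferase light from the GAL4 reporter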
# TROY NFkB inh: inhibitors of TROY-driven NF-kB signaling, primary screen, Q293 LMP1-TROYcd cells, NF-kB luciferase, uHTS; Q293 LMP1-TROYcd NF-kB luciferase reporter, 4 h; inhibition, % at 10 µM; 360,000 tested, 0.98% active; AID 1347056, 2019;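 active = compounds whose plate-normalised and pattern-corrected inhibition of the luciferase reporter signal at the single screening dose is 50% or more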
# Shn3 inh set2: reduction of Shn3 3'UTR firefly luciferase signal, primary screen, Schnurri-3 inhibitor project, cell-based, Clone20 osteoblasts, set 2; Clone20 osteoblast Shn3 3'UTR firefly luciferase, 24 h; inhibition, % at 12.5 µM; 360,000 tested, 0.52% active; AID 588674, 2011;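 active = mean inhibition of at least 75% with every replicate also reaching 75%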;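 note: 0% = median of neutral control wells and 100% = pilot-screen positive control compound; some compounds past the cut are filed as inactive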
# SRC1 inh: SRC1 coactivator transcriptional activity inhibitors, primary screen, cell-based, luminescence | 360,000 tested, 0.12% active | inhibition, % at 3.6 µM | HEK293 GAL4-SRC1 luciferase reporter | AID 588354, 2011;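 active = inhibition above the campaign mean plus 3 SD, with each screening campaign given its own cutoff, cut at about 60% in these data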;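 note: 0% = DMSO treated cells and 100% = gossypol at 36 µM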
# Target sequence (Q15788 whole entry, looked up, the tested form may be a part): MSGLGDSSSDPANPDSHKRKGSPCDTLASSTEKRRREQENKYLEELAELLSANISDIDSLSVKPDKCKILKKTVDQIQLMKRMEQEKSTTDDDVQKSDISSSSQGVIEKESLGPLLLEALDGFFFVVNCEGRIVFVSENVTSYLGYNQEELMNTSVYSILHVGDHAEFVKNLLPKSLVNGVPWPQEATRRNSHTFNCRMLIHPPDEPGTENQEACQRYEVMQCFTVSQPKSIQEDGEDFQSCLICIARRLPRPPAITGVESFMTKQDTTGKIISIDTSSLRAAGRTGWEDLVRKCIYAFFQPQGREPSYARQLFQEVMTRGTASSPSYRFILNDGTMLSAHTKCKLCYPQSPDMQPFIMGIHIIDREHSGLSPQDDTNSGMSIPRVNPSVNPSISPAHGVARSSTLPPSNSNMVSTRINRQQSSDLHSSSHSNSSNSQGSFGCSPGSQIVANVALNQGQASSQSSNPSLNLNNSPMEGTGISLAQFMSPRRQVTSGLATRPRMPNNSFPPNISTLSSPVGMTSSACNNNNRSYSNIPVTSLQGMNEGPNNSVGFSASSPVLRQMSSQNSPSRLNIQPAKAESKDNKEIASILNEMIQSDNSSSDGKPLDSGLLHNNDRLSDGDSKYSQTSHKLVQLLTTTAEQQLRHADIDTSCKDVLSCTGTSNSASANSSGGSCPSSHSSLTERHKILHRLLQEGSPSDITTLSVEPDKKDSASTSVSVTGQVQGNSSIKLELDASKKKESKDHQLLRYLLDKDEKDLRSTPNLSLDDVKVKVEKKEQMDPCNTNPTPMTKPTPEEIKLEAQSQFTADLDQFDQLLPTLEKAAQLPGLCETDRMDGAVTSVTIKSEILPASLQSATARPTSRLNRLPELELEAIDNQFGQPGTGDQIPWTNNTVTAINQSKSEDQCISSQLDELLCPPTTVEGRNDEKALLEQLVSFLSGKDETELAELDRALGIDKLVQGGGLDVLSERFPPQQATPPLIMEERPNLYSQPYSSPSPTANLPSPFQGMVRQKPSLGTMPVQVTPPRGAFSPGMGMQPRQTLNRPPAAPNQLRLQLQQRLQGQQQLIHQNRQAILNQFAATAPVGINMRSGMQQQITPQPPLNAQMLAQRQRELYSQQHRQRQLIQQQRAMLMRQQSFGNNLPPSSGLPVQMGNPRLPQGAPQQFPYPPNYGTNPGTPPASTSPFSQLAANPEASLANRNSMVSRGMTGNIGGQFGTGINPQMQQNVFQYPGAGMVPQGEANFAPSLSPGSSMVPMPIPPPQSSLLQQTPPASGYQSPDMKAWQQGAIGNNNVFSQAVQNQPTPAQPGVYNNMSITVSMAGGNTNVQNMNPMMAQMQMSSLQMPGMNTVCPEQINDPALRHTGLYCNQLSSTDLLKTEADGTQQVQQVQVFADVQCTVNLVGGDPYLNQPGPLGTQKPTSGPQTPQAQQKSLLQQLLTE
# KKLEB cytotox: cytotoxicity in KKLEB CF airway cells, primary screen, cytotoxicity control for CF NF-kB inhibitor project, cell-based, uHTS, fluorescence assay plates; KKLEB CF airway cells viability, ATPlite luminescence, overnight; stronger effect = lower value; cells stimulated with P. aeruginosa culture filtrate; 360,000 tested, 0.36% active; AID 602141, 2011; activity change (cytotoxicity), % at 5 µM;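 active = corrected activity change at or below -50% at 5 µM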
# EBV LMP1 NFkB: EBV LMP1-driven NF-kappaB luciferase reporter inhibitors, primary screen, cell-based, luminescence, single point; LMP1-induced NF-kappaB luciferase reporter cells; 350,000 tested, 0.69% active; inhibition, % at 12.5 µM; AID 504558, 2011; in the data active = inhibition above about 41%;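 note: 0% = neutral control wells and 100% = reference inhibitor control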
# CF NFkB block: inhibitors of PAF-induced NF-kB signaling, primary screen, cell-based, GFP fluorescence, uHTS; KKLEB NF-kB-GFP reporter, GFP fluorescence overnight; inhibition, % at 5 µM; 360,000 tested, 0.86% active;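 active = at least 50% inhibition at 5 µM, scaled per plate between neutral and stimulator controls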;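 note: PAF is a Pseudomonas aeruginosa culture filtrate used as stimulus; plate controls were PAF-stimulated DMSO wells for no effect and unstimulated DMSO wells for full effect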
# TWEAK Fn14 block: inhibitors of TWEAK-Fn14 signaling, primary screen, luciferase reporter cells, uHTS; TWEAK-stimulated Fn14 reporter cells, luciferase luminescence, 8 h; inhibition, % at 10 µM; 360,000 tested, 2% active; in the data active = inhibition above about 50%
# The depositor's hits bear a star; . = not tested or not shown. Only part of the results is shown. The share of hits here may be higher or lower than overall.
1	O=C(NNc1nc(N2CCOCC2)nc(N2CCOCC2)n1)c1ccccc1
2	O=S(=O)(c1cccc2cccnc12)N1CCOCC1
3	CCOC(=O)c1cc2sccc2n1CC(=O)Nc1ccc2c(c1)OCCO2
4	O=c1c(-c2ccnn2-c2ccccc2F)cnc2n1CCS2
5	CCC(=O)Nc1c2c(nn1-c1cccc(Cl)c1)CS(=O)(=O)C2
Screen / compound no. | 1 | 2 | 3 | 4 | 5
KKLEB cytotox | -6 | 11 | -6 | -7 | -1
TRAIL sens C8 | -1 | -8 | -4 | -2 | -16
EBV LMP1 NFkB | -7 | 3 | -10 | -3 | 12
TROY NFkB inh | -6 | 1 | -34 | -45 | -2
TWEAK Fn14 block | 2 | -1 | -26 | -14 | -10
NR5A2 inv ag | 15 | 9 | 45 | -19 | 6
NCOA3 inh | 1 | -29 | 8 | -27 | 10
Shn3 inh set2 | -15 | -3 | 22 | -20 | 13
SRC1 inh | 1 | -10 | -13 | -28 | 12
COUP-TFII inh | 11 | 23 | -8 | 12 | 0
CF NFkB block | 8 | -10 | -2 | -6 | 9

6	O=C(CCC(=O)c1cccs1)NNC(=O)c1ccc(Cl)cc1
7	CCOC(=O)C(NC(=O)c1ccccc1)(Nc1cc(C)on1)C(F)(F)F (stereo not drawn)
8	COc1ccc(SC[C@H](Cc2ccccc2)N2CC[C@@H](O)CCC2=O)cc1
9	CC1CC1C(=O)OCC(=O)Nc1ccc(S(=O)(=O)N2CCOCC2)cc1 (stereo not drawn)
10	C[C@H](O)[C@@H]1CN2CCc3c([nH]c4ccccc34)[C@@H]2C[C@@H]1N(C)Cc1cc(Cl)cc(Cl)c1
Screen / compound no. | 6 | 7 | 8 | 9 | 10
KKLEB cytotox | 15 | 5 | 6 | 24 | -5
TRAIL sens C8 | 5 | -44 | -1 | -16 | -8
EBV LMP1 NFkB | 0 | 15 | -5 | 2 | 3
TROY NFkB inh | -9 | 1 | 15 | 15 | -9
TWEAK Fn14 block | -11 | 1 | 2 | -1 | -9
NR5A2 inv ag | 19 | -6 | -2 | 8 | -10
NCOA3 inh | 9 | 18 | 7 | -13 | -1
Shn3 inh set2 | -15 | 2 | -5 | -4 | -14
SRC1 inh | -24 | 16 | -2 | -6 | -16
COUP-TFII inh | -14 | -8 | 1 | -24 | 1
CF NFkB block | 6 | 4 | 1 | -71 | 7

11	COc1ccc(C(=O)Nc2ccc(N3CCN(C)CC3)cc2)cc1[N+](=O)[O-]
12	O=C(COc1coc(CN2CCN(Cc3ccccc3)CC2)cc1=O)Nc1ccccc1
13	CC(Sc1nnc(-c2cc3ccccc3o2)n1-c1ccccc1)C(=O)O (stereo not drawn)
14	CC1(c2ccccc2)NC(=O)N(CC(=O)Nc2ccc(N3CCOCC3)cc2N2CCOCC2)C1=O (stereo not drawn)
15	CCC(C)C(=O)Nc1nnc(SCC(=O)NC2CCCC2)s1 (stereo not drawn)
Screen / compound no. | 11 | 12 | 13 | 14 | 15
KKLEB cytotox | 3 | 10 | -27 | 0 | -4
TRAIL sens C8 | 0 | 7 | -20 | 5 | -16
EBV LMP1 NFkB | 2 | 6 | -9 | -1 | 4
TROY NFkB inh | 1 | 12 | 6 | 9 | -4
TWEAK Fn14 block | -2 | 5 | -21 | -1 | 13
NR5A2 inv ag | 31 | 6 | 24 | -8 | -4
NCOA3 inh | 24 | 13 | 8 | -4 | 11
Shn3 inh set2 | -11 | 7 | 8 | -33 | 7
SRC1 inh | -9 | 6 | -14 | -11 | 7
COUP-TFII inh | -7 | 8 | -2 | -5 | 15
CF NFkB block | -2 | 4 | 2 | -8 | 7

16	Cc1ccc(N2CC(C)Cn3c2nc2c3c(=O)[nH]c(=O)n2C)cc1 (stereo not drawn)
17	CC(C)Oc1ccc2ccccc2c1CNC[C@H]1O[C@@H](n2cnc(C(N)=O)n2)[C@H](O)[C@@H]1O
18	Cc1cccc(N2CCN(C(=O)c3ccc(CS(=O)Cc4ccc(Cl)cc4)o3)CC2)c1C (stereo not drawn)
19	CC(=O)OC1(C(C)=O)CCC2C3CC(C(F)(F)F)C4=CC(=O)CCC4(C)C3CCC21C (stereo not drawn)
20	CCN(CC)c1ccc(NC(=O)COC(=O)COc2ccccc2[N+](=O)[O-])cc1
Screen / compound no. | 16 | 17 | 18 | 19 | 20
KKLEB cytotox | 7 | 5 | 10 | -5 | 4
TRAIL sens C8 | 1 | -2 | -4 | 6 | -6
EBV LMP1 NFkB | -3 | -9 | 14 | -12 | 2
TROY NFkB inh | 10 | 4 | 41 | -9 | -1
TWEAK Fn14 block | 9 | 13 | 14 | -7 | 9
NR5A2 inv ag | 3 | 6 | -3 | 18 | 13
NCOA3 inh | -22 | -3 | 7 | 3 | -3
Shn3 inh set2 | 4 | -5 | 4 | 11 | 10
SRC1 inh | -15 | 4 | -18 | 4 | -1
COUP-TFII inh | 12 | -13 | 7 | 15 | -1
CF NFkB block | 2 | -19 | -5 | 19 | -6

21	CCOc1cc(OCC)cc(C(=O)Nc2cccnc2)c1
22	Cc1cc(C)nc(N2CCCC(C(=O)NCc3cccc(C(F)(F)F)c3)C2)n1 (stereo not drawn)
23	COc1ccccc1CNC(=O)C(=O)NCC1CCCO1 (stereo not drawn)
24	Cc1nnc(-c2ccc(Oc3ccc(Br)cc3)c([N+](=O)[O-])c2)o1
25	O=C(NCC1CCCO1)c1ccc(OC2CCN(C(=O)C3CC3)CC2)cc1 (stereo not drawn)
Screen / compound no. | 21 | 22 | 23 | 24 | 25
KKLEB cytotox | 4 | 4 | -5 | 4 | 1
TRAIL sens C8 | 15 | -12 | -7 | 3 | 7
EBV LMP1 NFkB | -15 | 0 | -9 | 2 | -3
TROY NFkB inh | -8 | -3 | -20 | 2 | 5
TWEAK Fn14 block | 18 | -7 | -7 | 4 | 6
NR5A2 inv ag | 12 | -24 | -14 | -4 | -22
NCOA3 inh | 7 | 17 | -17 | 19 | -3
Shn3 inh set2 | 5 | 17 | -14 | 12 | -1
SRC1 inh | -11 | -11 | -58 | -13 | -26
COUP-TFII inh | -1 | -15 | -1 | 9 | 0
CF NFkB block | -10 | -2 | 3 | 5 | 2

26	O=C(CN1CCN(c2ccc(F)cc2)CC1)Nc1ccccc1C(=O)NCCc1ccccc1
27	CCS(=O)(=O)Nc1ccc(C2=NN(C(=S)Nc3ccccc3)C(c3ccco3)C2)cc1 (stereo not drawn)
28	O=S(=O)(/C=C/c1ccccc1)N1CCN(c2ccc(F)cc2)CC1
29	COC(=O)c1cccc(NC(=S)N2CCN(C)CC2)c1
30	COc1ccc(C(=O)N2CCN(CCc3ccccn3)CC2)cc1
Screen / compound no. | 26 | 27 | 28 | 29 | 30
KKLEB cytotox | 14 | 14 | 0 | -2 | 13
TRAIL sens C8 | 23 | -8 | -3 | 7 | -18
EBV LMP1 NFkB | -7 | 0 | 2 | 7 | .
TROY NFkB inh | -27 | -3 | 18 | 15 | 14
TWEAK Fn14 block | 1 | 0 | 9 | 12 | -10
NR5A2 inv ag | -30 | -35 | 21 | -7 | 1
NCOA3 inh | -12 | -15 | 12 | 6 | 9
Shn3 inh set2 | -23 | 0 | -7 | 8 | -7
SRC1 inh | -7 | -7 | 10 | 10 | -8
COUP-TFII inh | 11 | 3 | -18 | 11 | 2
CF NFkB block | -5 | -25 | -19 | -9 | -22

31	CC(C)(C)n1nnnc1C(c1cccnc1)N1CCN(C(=O)c2ccco2)CC1 (stereo not drawn)
32	COc1ccc(-c2cc3nc(C)c(CCC(=O)NCc4ccc(F)cc4)c(C)n3n2)c(OC)c1
33	Cc1ccc(C(=O)Nc2sc(C)c(C)c2C(=O)c2ccccc2)cc1
34	CCOC(=O)C(C)Oc1cccc2c(=O)n(CC(=O)Nc3ccc(OC)cc3)ccc12 (stereo not drawn)
35	C#CCN1c2ccccc2Sc2cccnc21
Screen / compound no. | 31 | 32 | 33 | 34 | 35
KKLEB cytotox | 2 | -14 | 12 | -22 | -9
TRAIL sens C8 | -11 | 2 | 2 | -11 | 8
EBV LMP1 NFkB | 4 | -3 | 7 | . | 3
TROY NFkB inh | 12 | -1 | -31 | 6 | -18
TWEAK Fn14 block | 3 | 11 | -1 | -8 | 0
NR5A2 inv ag | 6 | -25 | -2 | 4 | 6
NCOA3 inh | 23 | 3 | 0 | -1 | -9
Shn3 inh set2 | 10 | 6 | -3 | 7 | -24
SRC1 inh | -1 | 3 | -7 | -6 | 1
COUP-TFII inh | -5 | 11 | 1 | 13 | -3
CF NFkB block | 5 | 4 | -9 | 7 | -15

36	Cc1cccc(NC(=O)COc2coc(CN3CCc4ccccc4C3)cc2=O)c1
37	O=C(CN1CCSC1=O)N1CCN(S(=O)(=O)c2ccc(Cl)cc2)CC1
38	N#Cc1ccccc1NC(=O)CSc1cn[nH]n1
39	O=C(CC1C=CCC1)Nc1ccccc1 (stereo not drawn)
40	CC(=O)c1cccc(NC(=O)c2csc3c2CCCCC3)c1
Screen / compound no. | 36 | 37 | 38 | 39 | 40
KKLEB cytotox | 0 | 10 | 4 | -1 | 2
TRAIL sens C8 | 10 | -2 | -6 | -15 | 5
EBV LMP1 NFkB | -4 | -5 | 7 | -3 | -12
TROY NFkB inh | -3 | -10 | 6 | -21 | -37
TWEAK Fn14 block | 0 | 2 | 16 | 3 | 1
NR5A2 inv ag | 3 | -13 | 12 | -32 | -33
NCOA3 inh | -33 | -20 | 9 | -45 | -9
Shn3 inh set2 | 3 | -12 | -10 | 5 | -23
SRC1 inh | 0 | -10 | -2 | -16 | -33
COUP-TFII inh | -4 | 0 | -14 | -14 | -11
CF NFkB block | -38 | -1 | -1 | 24 | -5

41	CN1CCN(c2ccc(NC(=S)NC(=O)c3cccc4ccccc34)cc2)CC1
42	O=C(N/N=C/c1cccc(O)c1)c1cc2c(ccc3ccccc32)o1
43	Cc1oc2cc3oc(=O)c(CCC(=O)NCCC(=O)O)c(C)c3cc2c1C
44	Nc1nc(SCc2ccccc2)n[nH]1
45	CCN(CC)C(=O)Oc1ccc2oc(=O)cc(-c3cc4cccc(OC)c4o3)c2c1
Screen / compound no. | 41 | 42 | 43 | 44 | 45
KKLEB cytotox | 0 | 12 | -1 | 11 | 4
TRAIL sens C8 | 32 | 7 | 5 | 11 | -12
EBV LMP1 NFkB | -11 | 6 | -3 | 8 | 4
TROY NFkB inh | -20 | -4 | 5 | -4 | 8
TWEAK Fn14 block | -45 | -11 | -9 | -10 | 29
NR5A2 inv ag | 20 | -10 | 10 | -9 | 5
NCOA3 inh | 2 | 4 | -10 | 11 | -44
Shn3 inh set2 | 6 | 5 | -12 | -16 | 2
SRC1 inh | -7 | -4 | -10 | -19 | -30
COUP-TFII inh | -15 | 7 | 4 | -2 | -1
CF NFkB block | -31 | -18 | 16 | -12 | -15

# Assay outcomes as filed in PubChem BioAssay.
